D2 antagonist = HTS Assay for Allosteric Antagonists of the Human D2 Dopamine Receptor: Primary Screen for Antagonists. D(2) dopamine receptor (Homo sapiens), P14416. HEK293 TREx D2 cells, calcium flux, dopamine EC80. inhibition, % at 10 µM. 2% of 340,000 active. AID 485344, 2010; in the data active means inhibition above about 30%; further: 0% is about no effect
Target sequence (P14416 whole entry, looked up): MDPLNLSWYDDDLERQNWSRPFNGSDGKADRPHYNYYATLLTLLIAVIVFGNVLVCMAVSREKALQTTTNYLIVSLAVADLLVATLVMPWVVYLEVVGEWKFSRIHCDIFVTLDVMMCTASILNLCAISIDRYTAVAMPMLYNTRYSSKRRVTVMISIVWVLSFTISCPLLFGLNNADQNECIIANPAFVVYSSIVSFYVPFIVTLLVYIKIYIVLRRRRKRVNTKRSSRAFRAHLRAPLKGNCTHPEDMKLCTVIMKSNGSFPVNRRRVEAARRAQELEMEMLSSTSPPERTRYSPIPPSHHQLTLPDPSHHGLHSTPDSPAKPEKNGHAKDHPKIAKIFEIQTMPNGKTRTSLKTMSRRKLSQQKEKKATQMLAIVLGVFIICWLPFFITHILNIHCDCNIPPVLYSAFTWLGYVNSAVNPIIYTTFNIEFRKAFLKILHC
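Calcium mobilization kinetics were recorded at 1 s intervals in tetracycline-induced HEK293 T-REx D2 cells, first for 180 s after compound addition and then 180 s after EC80 dopamine.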
TRHR enhancer = qHTS for Small Molecule Agonists and Allosteric Enhancers of Human TRH Receptor: Primary Screen for Enhancers. Thyrotropin-releasing hormone receptor (Homo sapiens), P34981. TRHR cells, fluo-8 calcium fluorescence, EC20 TRH enhancement. enhancement, % at 2 µM. 0.66% of 360,000 active. AID 493056, 2011; in the data active means enhancement above about 30%; further: 0% is about no effect
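Enhancer read-out: after compound pinning and an initial kinetic agonist-mode read, an EC20 of TRH (10 nM final) was injected and fluo-8 calcium signal (Ex 480/Em 530) followed at 1 s/cycle for 100 cycles in TRHR-expressing cells.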
D1 agonist = Allosteric Agonists of the Human D1 Dopamine Receptor: qHTS; D(1A) dopamine receptor (Homo sapiens), P21728; HEK293 T-REx D1 cells, calcium flux, agonist mode; activation, % at 2 µM; 1% of 360,000 active; AID 504660, 2011; further: 0% is about no effect
Target sequence (P21728 whole entry, looked up): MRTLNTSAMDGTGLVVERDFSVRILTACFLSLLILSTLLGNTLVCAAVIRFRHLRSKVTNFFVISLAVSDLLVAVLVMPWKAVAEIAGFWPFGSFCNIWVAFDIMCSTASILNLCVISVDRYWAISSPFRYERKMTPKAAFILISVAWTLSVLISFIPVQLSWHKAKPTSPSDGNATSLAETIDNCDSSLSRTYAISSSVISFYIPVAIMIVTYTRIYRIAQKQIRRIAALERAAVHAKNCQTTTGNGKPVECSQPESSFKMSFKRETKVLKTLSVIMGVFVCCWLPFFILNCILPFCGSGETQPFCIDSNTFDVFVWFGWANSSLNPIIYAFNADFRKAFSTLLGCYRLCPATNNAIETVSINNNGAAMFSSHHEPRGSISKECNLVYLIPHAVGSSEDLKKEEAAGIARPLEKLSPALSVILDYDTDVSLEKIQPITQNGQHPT
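Inducible HEK293 T-REx D1 cells, force-coupled to calcium signalling, were plated at 4000 cells/well with tetracycline and held overnight at 30 C. After no-wash calcium dye loading, compound-evoked calcium rise over 180 s flagged agonists.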
RXFP1 antagonist = qHTS Assay for Antagonists of the Relaxin Receptor RXFP1; Relaxin receptor 1 (Homo sapiens), Q9HBX9; HEK293-RXFP1, relaxin-stimulated cAMP HTRF, 30 min; hits give low values; activity change, negative = inhibition, % at 57.5 µM; 0.59% of 350,000 active; AID 1259400, 2018;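 active means activity change of -60% or lower, but not beyond a set lower limit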; further: on the % scale 0 is the no-effect control and ±100 the full control effect
D1 PAM = Potentiators of Human D1 Dopamine Receptor: qHTS; D(1A) dopamine receptor (Homo sapiens), P21728; HEK293 TREx D1 cells, calcium flux, dopamine EC20 potentiation; potentiation, % at 10 µM; 0.036% of 360,000 active; AID 504651, 2011; in the data active means potentiation above about 30%; further: 0% is about no effect
D2 potentiator = HTS Assay for Positive Allosteric Modulators of the Human D2 Dopamine Receptor: Primary Screen for Potentiators | D(2) dopamine receptor (Homo sapiens), P14416 | HEK293 T-REx D2, calcium flux, EC20 dopamine potentiation | potentiation, % at 10 µM | 0.34% of 340,000 active;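 active means potentiation over 3 SD above the plate norm, cut at about 30% in these data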; further: 0% is about no effect
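Primary screen. Calcium kinetics in induced HEK293 T-REx D2 cells: compound pre-addition 180 s, EC20 dopamine, 180 s more.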
D2 agonist = HTS Assay for Allosteric Agonists of the Human D2 Dopamine Receptor: Primary Screen for Agonists | D(2) dopamine receptor (Homo sapiens), P14416 | HEK293 T-REx D2 cells, calcium flux agonist mode | activation, % at 2 µM | 0.53% of 340,000 active;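 active means activation over 3 SD above normal in the single-dose calcium agonist read, cut at about 30% in these data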; further: 0% is about no effect
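Tetracycline-induced HEK293 Trex cells with D2 receptor force-coupled to calcium signaling, plated overnight at 30 C and loaded with no-wash calcium dye. Calcium flux read kinetically for 180 s after compound addition; responses flag agonists.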
D1 antagonist = Antagonist of Human D 1 Dopamine Receptor: qHTS. activity change, negative = inhibition, % at 10 µM. HEK293 TREx D1 cells, calcium flux, dopamine EC80; hits give low values. D(1A) dopamine receptor (Homo sapiens), P21728. AID 504652, 2011. 3.2% of 360,000 active; in the data active means activity change below about -30%; further: on the % scale 0 is the no-effect control and ±100 the full control effect
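Using tetracycline-induced force-coupled D1 Hek293 cells and a calcium dye, signals were followed for 180 s after compound, then for 180 s after EC80 dopamine, to detect inhibitors.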
TRHR agonist = qHTS for Small Molecule Agonists and Allosteric Enhancers of Human TRH Receptor: Primary Screen for Agonists; TRHR cells, calcium flux fluo-8, FDSS agonist mode; activation, % at 2 µM; 0.18% of 360,000 active; AID 493084, 2011; further: 0% is about no effect
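Agonist-mode FDSS calcium read (Ex 480/Em 530, 1 s cycles) in 1536-well TRHR cells with fluo-8 dye, after 10-cycle baseline and 23 nL compound addition; TRH at EC20 (10 nM final) added afterwards for the enhancer phase.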
* hit, by the source's call; / = not tested or not shown; & = joins results of further samples. Unless noted, no stated cut-off is given here; in the data, active means activation above about 30%; inactive means the rest.

SMILES	D2 antagonist	TRHR enhancer	D1 agonist	RXFP1 antagonist	D1 PAM	D2 potentiator	D2 agonist	D1 antagonist	TRHR agonist
Cc1ccc(C)c(NC(=O)CCC(=O)NNS(=O)(=O)c2ccc(Cl)cc2)c1	-8.8	1.2	3.0	-5.7	/	-17.5	-0.5	1.4	-0.3
Cc1ccc(C)c(NC(=O)COC(=O)CCCN=C2NS(=O)(=O)c3ccccc32)c1	-15.1	-0.5	0.3	-8.3	-1.4	-8.1	-0.5	15.6	0.1
N#C/C(=C\c1ccc([N+](=O)[O-])o1)C(=O)Nc1ccc(F)cc1	7.0	0.3	11.1	-68.1*	-4.0	13.5	3.0	-7.1	3.9
CC(C)c1ccc(S(=O)(=O)N2CCN(C(=O)c3cc([N+](=O)[O-])ccc3N3CCOCC3)CC2)cc1	0.3	14.7	2.3	-3.8	-3.4	-4.5	0.7	12.8	-0.1
Cc1ccsc1/C=N/NC(=O)CN1CCN(S(=O)(=O)c2ccc(Br)cc2)CC1	-12.8	-6.3	4.6	0.7	-6.7	-5.2	-0.3	-11.7	-0.7
COCCn1c(C)cc(C(=O)COc2nc3ccccc3nc2C)c1C	1.6	13.6	5.3	7.9	1.1	-7.7	1.7	-9.7	0.2
COc1cccc(-n2cc(CN(C)Cc3nc(Cc4cccc(F)c4)no3)cn2)c1	-2.6	-1.6	3.3	5.6	1.6	-3.1	15.5	-7.1	-1.4
Cc1ccc(S(=O)(=O)CCC(=O)Nc2ccccc2N2CCCC2)cc1	-12.7	-2.1	0.4	-0.2	9.4	-3.3	-0.2	-5.3	-0.6
Cc1ccc(C(=O)N/C(=C/c2ccc(Cl)cc2)C(=O)Nc2cccc(C(=O)O)c2)cc1	12.3	5.6	3.6	-2.5	0.7	1.7	0.2	7.9	0.2
O=C(CN1C(=O)NC2(CCCCCC2)C1=O)N1CCC(Cc2ccccc2)CC1	-24.8	3.9	17.9	-14.0	-3.1	-3.3	0.0	2.4	-0.3
CCN(CC)P(=O)(c1ccccc1)c1c(C)nc2ccccn12 (configuration not stated)	-2.8	-7.0	4.7	-0.6	/	13.4	0.9	7.7	0.4
O=C(NNc1nc2ccc(Cl)cc2s1)c1cc(-c2cccs2)nc2ccccc12	0.5	5.0	-2.6	/	-2.8	0.4	-0.1	-3.2	0.0
CCN1C(=NCC2CC2)N[C@@H](c2cccc(C(F)(F)F)c2)C(C(=O)OC)=C1C	20.5	-5.2&-7.9	1.1&9.8	/	0.7&-4.2	3.2	-0.6	2.5&-16.6	0.3&1.9
Clc1ccc(OCc2cc(-c3ccccc3)no2)cc1Cl	9.8	-3.3	16.4	-2.7	-2.8	-7.4	1.6	-3.0	0.9
Cc1ccccc1-n1nc2c(c1NC(=O)c1cccs1)CS(=O)(=O)C2	/	-0.4	1.5	1.9	-0.2	-27.5	/	2.5	0.7
Cc1cc(C)cc(NC(=O)CSc2nc3c(c(=O)[nH]2)CN(Cc2ccc(F)cc2)CC3)c1	/	7.2&10.2	-0.6&0.5	-5.5	4.5&8.7	-1.0	0.1	8.8&-8.8	0.0&-0.6
CCn1c(SCC(=O)NCc2ccco2)nnc1-c1ccncc1	/	1.1	5.9	/	1.4	/	/	13.5	0.7
Cc1cccc(NC(=O)CCSc2nc(C)cc(C)n2)c1	7.0	-0.6	1.3	8.3	-2.6	-5.9	0.3	-8.7	-0.3
Cc1nc2ccccc2nc1N1CCCCC1	1.9	2.7	2.5	1.1	-0.5	-3.7	-0.5	20.5	0.7
COc1ccc(CCNc2ncnc3c2[nH]c2cc(OC)c(OC)cc23)cc1OC	-13.6	-4.6	-0.8	-13.1	-3.9	-4.4	1.1	1.6	-0.9
Cc1ccc(Cc2cn3cc(-c4ccc(F)cc4)nc3s2)cc1	/	4.5	22.9	/	1.8	1.5	-1.8	120.3	-1.5
O=C(Nc1cccc(S(=O)(=O)N2CCOCC2)c1)C1CCN(S(=O)(=O)c2ccccc2)CC1	-16.2	-4.2	3.9	10.5	-3.0	-12.0	0.1	-3.1	1.7
COc1ccc(N2C(=O)CC(NNC(=O)c3cc(C)oc3C)C2=O)cc1 (configuration not stated)	2.9	2.6	4.5	-2.7	-2.7	0.6	-0.4	-14.5	-0.3
CCc1ccc(NC(=O)c2cc3nc(-c4ccc(C)cc4)cc(C(F)(F)F)n3n2)cc1	/	-0.9	-0.7	/	-1.1	6.9	0.0	1.3	-0.1
COc1ccc(/C(C)=N/NC(=S)NCCc2ccccc2)c(O)c1	28.3	16.2	4.0	-62.5*	-5.2	-13.3	0.4	-0.8	0.8
CC(C)(C)CN1CCN(Cc2cc3ccccc3[nH]2)CC1CCO (configuration not stated)	-12.7	1.9	2.5	-3.4	-7.0	-3.9	3.2	16.7	0.2
Cc1cc(C)c(S(=O)(=O)Nc2ccc[nH]c2=O)c(C)c1	-7.5	3.1	0.7	-8.0	4.8	5.6	-0.8	-1.5	-1.1
C=CCN(C(=O)c1ccccc1)c1ccc(OC)cc1	-33.4	0.2	0.1	6.4	-0.4	-1.0	-0.5	8.3	-0.1
O=C(COC(=O)c1ccc(S(=O)(=O)N2CCOCC2)cc1)NC1CCCC1	23.0	-7.1	1.6	1.0	-2.5	3.3	0.3	-8.4	0.2
CCN1C(=O)[C@H]2[C@@H](c3ccc(-c4ccccc4)cc3)N[C@@](Cc3ccccc3)(C(=O)OC)[C@H]2C1=O	1.3	-1.9	6.6	/	5.8	14.1	0.7	-9.7	1.0
CC(C)c1ccc(-c2nnn(Cc3nc4ccccc4s3)n2)cc1	5.3	3.2	10.2	-0.5	2.0	-0.7	1.9	-4.9	4.3
Cc1nc(N2CCOCC2)c2c(C(=O)NCc3cccc(Cl)c3)c(C)oc2n1	/	5.7	1.3	6.8	0.1	-4.3	0.7	6.3	0.3
COc1ccc2c(c1)O[C@@H](c1cccc(C(F)(F)F)c1)[C@H](O)C2=O	-6.4	5.9	8.1	/	0.2	-9.7	-0.2	-10.4	0.1
O=C(CN(C(=O)c1csnn1)c1ccc(Cl)cc1)NC1CCCC1	0.5	-3.9	5.5	-9.0	/	1.7	0.1	5.0	0.0
CCOC(=O)c1c(-c2cccs2)csc1NC(=O)CN1CCOCC1	8.0	9.8	15.2	-10.9	0.8	7.4	-0.5	-11.7	-0.8
CC(C)Cn1c(N)c(C(=O)COC(=O)c2ccc3ccccc3n2)c(=O)n(C)c1=O	4.2	-5.4	4.9	-16.7	-6.8	8.9	0.8	-13.1	-0.2
CN(C)CCCNC(=O)C1(O)c2cc(Br)ccc2NC(=O)N1c1ccc(Cl)cc1 (configuration not stated)	12.3	4.0	0.7	3.9	0.9	-2.5	0.6	15.7	1.2
COc1cccc(OCCc2c(C)n[nH]c2C)c1	11.9	3.0	7.7	-9.7	-0.5	-5.5	0.0	-23.4	-0.6
Cc1ccc(Cn2c(NS(=O)(=O)c3ccccc3)nc3ccccc32)cc1	18.1	-0.3	3.2	-10.3	3.0	-6.1	-0.3	11.9	1.5
COc1ccc(OCC(=O)Nc2ccc(S(=O)(=O)Nc3nc(C)cc(C)n3)cc2)cc1	16.0	4.5	3.5	6.1	-2.9	0.3	-0.5	-2.0	0.1

An excerpt from above in order of the D2 potentiator value, falling.
Molecule | D2 antagonist | TRHR enhancer | D1 agonist | RXFP1 antagonist | D1 PAM | D2 potentiator | D1 antagonist | TRHR agonist
CC(C)Cn1c(N)c(C(=O)COC(=O)c2ccc3ccccc3n2)c(=O)n(C)c1=O | 4.2 | -5.4 | 4.9 | -16.7 | -6.8 | 8.9 | -13.1 | -0.2
CCOC(=O)c1c(-c2cccs2)csc1NC(=O)CN1CCOCC1 | 8.0 | 9.8 | 15.2 | -10.9 | 0.8 | 7.4 | -11.7 | -0.8
CC(C)(C)CN1CCN(Cc2cc3ccccc3[nH]2)CC1CCO (configuration not stated) | -12.7 | 1.9 | 2.5 | -3.4 | -7.0 | -3.9 | 16.7 | 0.2

(next part)
SMILES	D2 antagonist	TRHR enhancer	D1 agonist	RXFP1 antagonist	D1 PAM	D2 potentiator	D2 agonist	D1 antagonist	TRHR agonist
Cc1nnc2c3ccccc3nc(N3CCN(c4ccccc4)CC3)n12	/	2.4	2.2	-6.5	2.4	/	/	12.3	0.9
CCN(CC)CCC#CC(O)(c1ccccc1)c1ccccc1	14.3	-5.7	5.9	-3.2	1.4	-11.7	1.6	11.4	0.9
CCOC(=O)/C(C#N)=C/c1cc2cc(C)c(C)cc2nc1Cl	-19.2	1.2	1.1	-12.0	0.5	-0.5	0.5	18.9	0.9
NC(=O)c1nsc(C(=O)N(Cc2ccc(F)cc2)C(C(=O)NC2CCCC2)c2ccco2)c1N (configuration not stated)	-37.1	7.9	1.3	-19.0	-3.6	9.4	0.3	8.9	-1.1
COc1ccc(C(=O)NNC(=O)c2cc(C)nc3ccccc23)cc1	16.4	-1.0	-0.4	-4.7	/	2.6	0.9	8.2	-0.1
CCn1c(SCC(=O)c2ccc(O)c(O)c2)nnc1-c1ccccc1	-9.8	-2.0	3.3	-5.0	-10.9	12.2	-0.3	13.8	0.3

Full records, looked up by structure:
NC(=O)c1nsc(C(=O)N(Cc2ccc(F)cc2)C(C(=O)NC2CCCC2)c2ccco2)c1N (configuration not stated) across the screens: D2 antagonist: -37.1; TRHR enhancer: 7.9; D1 agonist: 1.3; RXFP1 antagonist: -19.0; D1 PAM: -3.6; D2 potentiator: 9.4; D2 agonist: 0.3; D1 antagonist: 8.9; TRHR agonist: -1.1
CCn1c(SCC(=O)c2ccc(O)c(O)c2)nnc1-c1ccccc1 across the screens: D2 antagonist: -9.8; TRHR enhancer: -2.0; D1 agonist: 3.3; RXFP1 antagonist: -5.0; D1 PAM: -10.9; D2 potentiator: 12.2; D2 agonist: -0.3; D1 antagonist: 13.8; TRHR agonist: 0.3
CCN(CC)CCC#CC(O)(c1ccccc1)c1ccccc1 across the screens: D2 antagonist: 14.3; TRHR enhancer: -5.7; D1 agonist: 5.9; RXFP1 antagonist: -3.2; D1 PAM: 1.4; D2 potentiator: -11.7; D2 agonist: 1.6; D1 antagonist: 11.4; TRHR agonist: 0.9
